# Compound activity from PubChem BioAssay.
# NLRP3 yeast inh: NALP3 inhibition in yeast; inhibition, % at 10 µM; AID 2825; Yeast reconstituted NLRP3/ASC/caspase-1, beta-gal luminescence, 24 h; hit rate 0.39% among 330,000;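 active = inhibition of 50% or more; inactive = inhibition below 50%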;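 also: plate controls were induced DMSO wells for no effect and uninduced yeast grown without galactose for full effect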
# APOBEC3A inh: inhibitors of human APOBEC3A DNA deaminase; recombinant A3A, FAM/TAMRA ssDNA deamination fluorescence; inhibition, % at 20 µM; hit rate 0.41% among 330,000; P31941; AID 493011;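 active = at least 40% inhibition at 20 µM here, with at most 30% in a related deaminase screen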;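 also: plate controls were A3A with DMSO for no effect and wells lacking A3A enzyme for full effect; some results filed as inactive read as strong as hits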
# Target sequence (P31941 whole entry, looked up): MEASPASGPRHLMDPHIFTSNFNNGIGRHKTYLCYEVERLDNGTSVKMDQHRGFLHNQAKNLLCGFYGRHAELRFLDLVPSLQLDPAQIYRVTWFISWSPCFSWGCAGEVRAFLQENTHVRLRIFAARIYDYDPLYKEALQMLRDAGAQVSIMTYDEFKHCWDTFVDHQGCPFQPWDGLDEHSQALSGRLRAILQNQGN
# hIAP block: blocks human intestinal alkaline phosphatase; P09923; purified IAP, CDP-Star luminescence, 30 min; AID 2544; inhibition, % at 10 µM; hit rate 0.12% among 330,000;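 active = inhibition reaching a set limit with compound at 10 µM in the primary screen, cut at about 35% in these data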;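 also: plate controls were DMSO wells with enzyme for no effect and no-enzyme buffer wells for full effect; values of inactives mirror those of a sister screen read the other way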
# Target sequence (P09923 whole entry, looked up): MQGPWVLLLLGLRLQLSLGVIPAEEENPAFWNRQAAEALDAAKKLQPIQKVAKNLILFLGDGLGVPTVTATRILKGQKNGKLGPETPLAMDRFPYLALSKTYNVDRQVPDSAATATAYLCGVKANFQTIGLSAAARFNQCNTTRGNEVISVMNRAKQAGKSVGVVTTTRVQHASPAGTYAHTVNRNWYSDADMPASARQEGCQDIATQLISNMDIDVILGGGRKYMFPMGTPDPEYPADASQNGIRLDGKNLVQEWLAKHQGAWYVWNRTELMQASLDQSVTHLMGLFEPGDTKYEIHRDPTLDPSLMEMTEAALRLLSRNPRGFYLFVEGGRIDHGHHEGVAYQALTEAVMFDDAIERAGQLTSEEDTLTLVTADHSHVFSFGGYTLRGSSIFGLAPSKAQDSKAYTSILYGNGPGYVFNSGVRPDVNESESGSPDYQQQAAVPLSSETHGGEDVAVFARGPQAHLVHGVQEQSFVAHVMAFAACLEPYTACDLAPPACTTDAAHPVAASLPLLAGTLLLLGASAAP
# hIAP activ: human IAP activation; AID 2524; hit rate 0.16% among 330,000; P09923; purified human IAP, CDP-Star luminescence, 30 min; hits give high values; 1 = vehicle-only enzyme, 0 = enzyme-free background; activation factor at 10 µM;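 active = activation factor of the enzyme at least 2-fold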; also: the source names both 10 and 20 µM as test concentration; values of inactives mirror those of a sister screen read the other way
# mIAP act: increases mouse intestinal alkaline phosphatase activity | muIAP, CDP-Star luminescence, 30 min; hits give high values; 1 = vehicle-only enzyme signal, 0 = enzyme-free wells | activation factor at 10 µM | hit rate 0.24% among 330,000 | AID 2805;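 active = activation factor of at least 2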; also: the source names both 10 and 20 µM as test concentration; values of inactives mirror those of a sister screen read the other way
#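 System: mouse IAP enzyme. Reagent: CDP-Star chemiluminescent phosphatase substrate. Benchmarks: DMSO wells, no-enzyme wells. Times: 30 min enzyme-substrate-compound incubation at room temperature. Detection: luminescence from enzymatic CDP-Star hydrolysis. Doses: test compounds delivered from DMSO solution.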
# APOBEC3G inh: APOBEC3G (human) deaminase inhibition; hit rate 0.28% among 330,000; inhibition, % at 20 µM; recombinant A3G, ssDNA deamination FAM/TAMRA fluorescence; Q9HC16;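 active = inhibition of at least 40% at 20 µM, with no more than 30% in the related APOBEC3A deaminase screen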;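 also: plate controls were DMSO wells with A3G for no effect and wells lacking A3G enzyme for full effect; some compounds called inactive have numbers as strong as hits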
# beta cell repl: MIN6 beta-cell proliferation induction; hit rate 0.29% among 330,000; proliferation, % at 10 µM; MIN6 cells proliferation, ATPlite luminescence, 48 h; cells starved in 0.2% serum; 100% = growth in 10% serum; AID 2380;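 active = compounds whose signal lies at least 3.5 SD above the mean of all wells on their plate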;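 also: 0% = DMSO-treated cells in low-serum medium and 100% = 10% serum control; some compounds called inactive have numbers as strong as hits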
# SENP1 FRET inh: SENP1 (human) catalytic domain inhibition; Q9P0U3; recombinant SENP1 catalytic domain, CyPet-SUMO1-YPet FRET cleavage; inhibition, % at 10 µM; hit rate 0.21% among 360,000;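 active = inhibition at least 30% at 10 µM, raw YFP signal under a set limit, fluorescence ratio 0.5 to 1.5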;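 also: 0% = enzyme with DMSO and 100% = no enzyme wells; some results filed as inactive read as strong as hits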
# Target sequence (Q9P0U3 419-644 limits assumed): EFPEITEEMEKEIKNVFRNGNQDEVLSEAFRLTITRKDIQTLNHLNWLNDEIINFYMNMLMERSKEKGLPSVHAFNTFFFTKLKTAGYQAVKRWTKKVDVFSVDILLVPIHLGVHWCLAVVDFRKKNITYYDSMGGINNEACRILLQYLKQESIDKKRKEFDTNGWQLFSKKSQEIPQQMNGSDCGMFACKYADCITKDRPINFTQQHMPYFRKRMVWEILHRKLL
#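 Material – human SENP1 catalytic domain · Input – SENP1 enzyme, 20 pM final · Compound dosing – single concentration of 10 µM compound, 0.5% DMSO final · Timing – enzyme reaction for 50 min at room temperature, dark · Measured by – FRET fluorescence in CFP and YFP emission channels · Control set – no-enzyme wells low, DMSO-plus-enzyme wells high control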
# mIAP block: blocks mouse intestinal alkaline phosphatase | purified mouse IAP, CDP-Star luminescence, 30 min | inhibition, % at 10 µM | hit rate 0.2% among 330,000 | AID 2806;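 active = inhibition of at least 40% at 10 µM in the primary screen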;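 also: plate controls were DMSO with enzyme for no effect and no enzyme wells for full effect; values of inactives mirror those of a sister screen read the other way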
# Numbers without * were called inactive; . = no result given; & = joins results of further samples; ! = a repeat was not active. The list is partial; rates above refer to the full screens.
Structure	NLRP3 yeast inh	APOBEC3A inh	hIAP block	hIAP activ	mIAP act	APOBEC3G inh	beta cell repl	SENP1 FRET inh	mIAP block
Clc1ccc(-c2nnc(-c3ccc(Br)cc3)c(N3CCSCC3)n2)cc1	-3	-1	27	0.73	0.9	-2	-3	-2	10
COC(=O)c1ccc(NC(C(=O)OC)C(C)C)c([N+](=O)[O-])c1 (stereo not given)	16	-1	8	0.92	0.96	5	-1	2	4
O=c1/c(=C/c2ccc([N+](=O)[O-])cc2)sc2n1CCCN=2	26	0	-25	1.2	0.94	-6	-1	2	6
CCn1nc(C)c(Br)c1-c1nc(-c2cccc(C)c2)no1	11	-3	-6	1.1	1	-3	-1	2	-1
Cc1cccc2sc(NS(C)(=O)=O)nc12	2	1	4	0.96	1	-7	0	3	-1
Cc1ccc(/C=N/NC(=O)CNC(=O)Cc2ccccc2)o1	8	1	-13	1.1	1.1	0	0	1	-6
COc1cc(C(=O)N/N=C(\C)Cn2nc([N+](=O)[O-])cc2C)ccc1O	9	-3	-10	1.1	0.97	-8	1	1	3
COc1cc(/C=C2/C(=O)N(c3ccc(Br)cc3)N=C2C)cc(OC)c1OC	5	-3	-21	1.2	1	-5	-5	2	-3
CC(C)N1CCc2c(sc(NC(=O)c3nc4ccccc4s3)c2C(N)=O)C1	47	4	-3	1	0.77	-2	-4	-36	24
CC(C)c1ccc(OCC(=O)NC2CCCC2)cc1	45	2	-13	1.1	1.1	15	-1	1	-9
COc1ccccc1N1CCN(C2CC(=O)N(c3ccc(Cl)cc3)C2=O)CC1 (stereo not given)	16	-8	6	0.94	0.95	-6	3	0	5
O=C(NCc1cccnc1)NC1(c2ccccc2)CC1	16	1	-6	1.1	1	1	11	0	0
O=C(c1cccc([N+](=O)[O-])c1)c1ccc2c(c1)OCCOCCOCCO2	13	-3	-14	1.1	0.98	-6	-2	-1	2
O=c1c2oc3nc4c(cc3c2ncn1CCCc1ccccc1)CCCC4	27	1	33	0.67	0.96	1	-2	-2	4
CCOC(=O)c1[nH]ncc1CN1CCc2ccc(NC(=O)C3CCCO3)cc2C1 (stereo not given)	20	54*	-64	1.6	1	-8	-4	-4	-2
N#Cc1ccccc1S(=O)(=O)N1CCN(C(=O)Cc2coc3cc(O)ccc23)CC1	12	-4	6	0.94	1	-9	-5	-24	0
COc1ccc2c(c1)c(C(C)=O)c(C)n2-c1ccccc1OC	11	3	-14	1.1	1.1	-2	-3	1	-11
O=C(C1CC1)N1CCc2cc(Br)cc(S(=O)(=O)NC3CCCCC3)c21	12	-1	-13	1.1	0.89	-3	1	4	11
CN1CCC2(CC1)N=C(c1ccc(F)cc1)C(=S)N2C(=O)c1ccccc1	6	-2	-7	1.1	0.9	-13	0	0	10
Nc1c(Cl)ncnc1N/N=C/c1cccnc1	17	4	-10	1.1	1	1	0	2	-1
CCN(Cc1cnn(C)c1)C(=O)c1cc(COc2ccc3c(c2)CCCC3)on1	20	-7	-4	1	0.9	-8	-3	-4	10
CC1(c2ccccc2)NC(=O)N(CC(=O)Nc2ccc([N+](=O)[O-])cc2)C1=O (stereo not given)	5	-5	-16	1.2	1.1	-12	-5	-7	-14
CN(CC(=O)O)Cc1nc2ccccc2[nH]1	15	0	-72	1.7	0.91	-1	-4	5	9
CCCCn1c(CCC(=O)O)ccc1-c1cccs1	-63	-3	3	0.97	0.93	0	2	-78	7
C=Cc1c(C)c2cc3[nH]c(cc4nc(cc5nc(cc1[nH]2)C(C)=C5CCC(=O)O)C(CCC(=O)O)=C4C)c(C)c3C=C	8&0	65&93	14&3	0.86&0.97	0.58&0.61	65&104	-3&-5	-7&-15	42*!
COC(=O)Nc1c(-c2ccccc2)nc2ccc(C)cn12	14	-4	7	0.93	0.93	-6	1	-1	7
COc1ccccc1OCCNC(=O)Nc1cc(F)c(F)cc1Cl	29	-1	-15	1.1	1.4	-8	-1	2	-38
Cc1cccc(-n2ccnc2SCC(=O)Nc2nnc(C)s2)c1	5	-2	0	1	1.2	49*	-1	-1	-15
O=C(NCc1ccncc1)C1CCC(=O)N(CCc2ccc(Cl)cc2)C1 (stereo not given)	-2	-4	-4	1	1.1	-3	-2	1	-6
O=C(NCC(c1ccco1)N1CCCCC1)c1cccc(NS(=O)(=O)c2ccc(Br)cc2)c1 (stereo not given)	10	-4	5	0.95	0.98	-6	-4	-1	2
O=C(C1CCN(c2nnc(-n3cccc3)s2)CC1)N1CCN(Cc2ccc3c(c2)OCO3)CC1	0	-2	-5	1	0.93	-1	-3	0	7
COc1ccc(CCNC(=O)CC2SC(=NCCc3ccccc3)NC2=O)cc1 (stereo not given)	-4	1	-7	1.1	0.94	-5	-1	0	6
Cc1oc(-c2cccc(Cl)c2)nc1CN1CCCC(C(=O)NC(C)c2ccc3c(c2)OCCO3)C1 (stereo not given)	11	1	13	0.87	0.86	5	-6	-15	14
O=S1(=O)CCN2C(c3ccco3)=CSC2=N1	-6	6	-2	1	0.94	-2	-1	-1	6
COc1ccccc1CNC(=O)c1ccc(S(=O)(=O)N(C)c2ccccc2)cc1	-8	-6	6	0.94	1	-10	-1	0	-3
COc1ccc(C(=O)C2CCCN(Cc3cccn3-c3ccc(Cl)cn3)C2)c(OC)c1 (stereo not given)	6	1	-1	1	0.96	-6	-6	-3	4
CCCN1CCN(CCCNC(=O)c2cc3c(s2)-c2c(C)cccc2OC3)CC1	24	-3	2	0.98	0.91	-6	-8	-10	9
COc1ccc(NCC(=O)Nc2cccc(C(F)(F)F)c2)cc1S(=O)(=O)N1CCOCC1	-1	3	2	0.98	1.1	-7	-3	0	-8
C/C(=N\NC(N)=S)c1ccncc1	24	-2	-4	1	1	2	-2	2	0
CCOC(=O)c1cnc2c([N+](=O)[O-])cnn2c1C	-13	-1	7	0.93	1.1	-9	-4	4	-6
Cc1ccccc1-c1noc(C(C)NC(=O)c2ccco2)n1 (stereo not given)	27	5	6	0.94	0.93	1	-2	0	7
Cc1occc1C(=O)n1cnc2ccccc21	-4	0	6	0.94	1	-3	4	.	-1
CCOc1cccc(/C=N/NS(=O)(=O)c2ccc(C)c([N+](=O)[O-])c2)c1O	13	-2	-2	1	0.91	-6	2	3	9
CCC1CCc2c(sc3nc(SCC(=O)NCc4ccco4)n(-c4ccccc4)c(=O)c23)C1 (stereo not given)	5	8	-18	1.2	1.1	0	-6	-1	-5
CCOC(=O)c1ccc(NC(=O)COc2cc3oc(=O)c(CC(C)O)c(C)c3cc2Cl)cc1 (stereo not given)	15	3	-7	1.1	1	-2	-3	-2	0
O=C(Nc1cccc(S(=O)(=O)NC2=NCCCCC2)c1)c1cc(-c2ccncc2)nc2ccccc12	14	15	5	0.95	1	1	-3	0	-3
CN(CCc1ccccn1)C(=O)c1nn2c(C(F)(F)F)cc(-c3ccco3)nc2c1Cl	12	-1	-7	1.1	0.95	9	-3	2	5
COc1ccc(CCNC(=O)CCCn2nc(C)c([N+](=O)[O-])c2C)cc1OC	-1	4	-8	1.1	1.1	-3	1	4	-8
O=C(Nc1nccs1)c1ccc(COc2c(F)c(F)cc(F)c2F)o1	-32	-4	10	0.9	0.98	-8	0	-4	2
Cc1ccc(C)c(OCc2nc3ccc(S(=O)(=O)Nc4c(C)n(C)n(-c5ccccc5)c4=O)cc3[nH]2)c1	8	11	-26	1.3	0.9	-3	-4	2	10

# Carrying on.
Structure	NLRP3 yeast inh	APOBEC3A inh	hIAP block	hIAP activ	mIAP act	APOBEC3G inh	beta cell repl	SENP1 FRET inh	mIAP block
CCN(CC)CCNC(=O)CCCCCn1c(=O)[nH]c2cc(C(=O)OC)ccc2c1=O	0	-3	-3	1	1	-5	-2	2	-3
O=[N+]([O-])c1ccc(-c2cc(-c3ccc(Cl)cc3)n[nH]2)cc1	3	2	6	0.94	1.2	-5	-2	1	-19
COc1ccc(NC(=O)CCCn2c(=O)[nH]c3ccccc3c2=O)cc1	10	-3	9	0.91	0.98	-5	-4	-1	2
COCCCN=C1NN=C(c2cc(C)n(-c3ccccc3F)c2C)CS1	7	-2	-6	1.1	0.96	-5	-5	-3	4
COC(=O)Oc1ccc(/C=N/NC(=O)CN(c2ccccc2Br)S(C)(=O)=O)cc1OC	-7	6	6	0.94	0.97	4	-3	3	2
CC(OC(=O)C1CC1)C(=O)Nc1cccc(S(=O)(=O)N2CCOCC2)c1 (stereo not given)	6	-3	4	0.96	0.98	-6	2	0	2
C=CCN1CC(c2nc3ccccc3n2Cc2cccc3ccccc23)CC1=O (stereo not given)	3	-3	-5	1.1	1.1	-5	-5	1	-11
Cc1cc(CN2CCCC(C(=O)Nc3cccc(-n4cccn4)c3)C2)cc(C)c1O (stereo not given)	10	-5	-12	1.1	1.1	-6	-2	-2	-5
CCOC(=O)CCCCCN1C(=O)c2cccc3cccc(c23)C1=O	3	-1	-22	1.2	0.85	-4	-2	1	15
CCCCN1C(=O)C2C(C(=O)Nc3cccc(OC)c3)C3C=CC2(O3)C1C(=O)NC1CCCCC1C (stereo not given)	9	-1	-1	1	1.1	0	-2	1	-12
C=CCn1c(SCC(=O)Nc2c(C)n(C)n(-c3ccccc3)c2=O)nc2sc(C)c(C)c2c1=O	4	2	14	0.86	0.98	3	-4	2	2
Cc1ccc(CN2CC(C(=O)N3CCN(c4ccccc4O)CC3)CC2=O)cc1 (stereo not given)	18	-3	-21	1.2	1.1	-11	-5	2	-7
CCOCCCNCc1ccc(OC)c(OC)c1	1	0	7	0.93	0.99	-3	1	2	1
Cc1ccc(/C=C/C(=O)O)cc1S(=O)(=O)N1CCCCC1	-7	-4	1	0.99	1.1	-6	-3	3	-6
O=C(c1ccc(=O)[nH]c1)N1CCN(S(=O)(=O)c2ccc(Cl)cc2)CC1	9	9	5	0.95	0.98	-8	-1	-1	2
COc1ccc(N(CC(O)Cn2cnc3ccccc32)S(=O)(=O)c2ccc(C)cc2)cc1 (stereo not given)	3	0	-1	1	0.94	-1	1	0	6
Cc1cccc(C(=O)Nc2nnc(-c3ccc(C(C)(C)C)cc3)s2)c1	10	-1	2	0.98	0.86	-3	-2	1	14
CCOC(=O)Cc1c(C)nc2cc(C)nn2c1C	-9	6	16	0.84	0.95	1	0	1	5
C=CCOC(=O)C1C(=O)CC(C)(O)C(C(=O)OCC=C)C1c1ccc(OC)cc1 (stereo not given)	5	1	-7	1.1	1.1	-2	-2	2	-10
Cc1cc(S(=O)(=O)NCc2cccnc2)ccc1-n1cnnn1	17	-2	10	0.91	0.92	-3	0	1	8
